Compound activity: PubChem, several laboratories
GALR2 antag = blocks the human galanin receptor 2 | O43603 | GALR2-expressing cells, antagonist mode | inhibition, % at 4 µM | 140,000 tested, 0.39% active; in the data active = inhibition above about 27%;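 also: cells stimulated with galanin 1-16 at roughly its EC80; 0% = agonist challenge control and 100% = basal control without agonist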
Target sequence (O43603 whole entry, looked up): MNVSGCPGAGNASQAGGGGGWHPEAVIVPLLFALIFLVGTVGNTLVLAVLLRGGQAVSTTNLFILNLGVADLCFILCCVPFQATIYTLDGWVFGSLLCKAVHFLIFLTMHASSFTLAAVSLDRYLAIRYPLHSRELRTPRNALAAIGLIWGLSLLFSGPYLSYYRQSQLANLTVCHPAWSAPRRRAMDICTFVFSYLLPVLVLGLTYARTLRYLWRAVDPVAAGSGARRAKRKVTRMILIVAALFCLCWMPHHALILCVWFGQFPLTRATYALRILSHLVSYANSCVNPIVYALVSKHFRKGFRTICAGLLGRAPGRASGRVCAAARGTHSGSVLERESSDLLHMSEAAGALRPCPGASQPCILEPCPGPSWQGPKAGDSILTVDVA
E-sel TNF inh = blocks E-selectin expression induced by TNF alpha. HUVEC TNFa-induced E-selectin immunofluorescence, high content. inhibition, % at 2 µM. 120,000 tested, 0.71% active;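 active = inhibition above the batch mean plus 3 SD, and confirmed as a hit on visual image review, cut at about 43% in these data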;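 also: 0% = TNF-stimulated DMSO wells and 100% = unstimulated control wells; not every result past the cut was called active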
Yeast life ext = yeast lifespan extension. AID 775. 130,000 tested, 0.68% active. S. cerevisiae growth with nicotinamide, OD615; deaD strain in restrictive glucose medium. inhibition of the nicotinamide effect, % at 10 µM;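 active = inhibition above a set limit, placed 3 SD over the median of all compounds, cut at about 26% in these data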;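 also: 0% = nicotinamide-treated wells and 100% = cells grown without nicotinamide; some compounds called inactive have numbers as strong as hits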
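Test system – modified budding yeast, DeaD strain · Compound – single dose 10 µM compound, 0.25% DMSO · Times – culture preincubation 4 h, compound exposure 48 h, both 30 °C · Detection – optical density (absorbance) at 615 nm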
HCT116 PTEN-null = suppresses growth of cells with PTEN deletion; AID 827; viability, % at 10 µM; 140,000 tested, 1.2% active; HCT116 PTEN-null viability, CellTiter-Glo, 60 h; active compounds read low;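 active = viability at or below a set limit, 4 SD under the median of all tested compounds, cut at about 3.7% in these data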;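 also: PTEN knockout HCT116 line with beta catenin targeted HCT116 as companion control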
Phagocyt inh = blocks phagocytosis by macrophages; J774A.1 macrophage IgG-bead phagocytosis, imaging; inhibition, % at 5 µM; 110,000 tested, 0.07% active;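 active = inhibition above the mean of the plate negative controls plus 5 SD, cut at about 13% in these data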;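 also: phagocytic index as fraction of beads internalized from green versus red external bead signal; plate controls were DMSO negative control for no effect and cytochalasin-D positive control for full effect; some results beyond the cut were filed as inactive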
NPY Y2 blocker = antagonists of human neuropeptide Y receptor Y2; P49146; NPY-Y2 expressing cells, antagonist mode; inhibition, % at 2.7 µM; 140,000 tested, 0.99% active; in the data active = inhibition above about 17%;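 also: 0% = vehicle with agonist challenge and 100% = reference antagonist with challenge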
Target sequence (P49146 whole entry, looked up): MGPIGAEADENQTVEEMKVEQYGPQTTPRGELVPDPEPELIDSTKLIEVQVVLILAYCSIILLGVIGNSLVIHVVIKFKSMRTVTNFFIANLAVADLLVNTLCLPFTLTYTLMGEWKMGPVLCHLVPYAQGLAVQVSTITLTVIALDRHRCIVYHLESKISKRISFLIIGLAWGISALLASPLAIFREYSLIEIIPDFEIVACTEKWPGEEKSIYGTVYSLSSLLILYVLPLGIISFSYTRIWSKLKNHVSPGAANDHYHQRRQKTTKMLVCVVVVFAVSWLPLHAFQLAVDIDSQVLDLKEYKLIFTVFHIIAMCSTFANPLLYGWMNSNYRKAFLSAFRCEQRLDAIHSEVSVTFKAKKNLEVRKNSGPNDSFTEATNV
Yeast growth inh = reduces growth of yeast BB579 in restrictive medium; S. cerevisiae BB579 growth, OD615, 48 h; inhibition, % at 10 µM; 140,000 tested, 0.51% active; AID 804;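 active = inhibition above a set limit, 3 SD over the mean compound inhibition, cut at about 44% in these data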; also: inactives centre near -24
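System: Saccharomyces cerevisiae DeaD strain BB579, replicative lifespan model yeast | Buffer or medium: Restrictive glucose-based CSMM-D medium | Times: 4 h preincubation and 48 h exposure at 30 °C | Detection: OD615 turbidity measurement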
MRP-1 activ = MRP-1 activation. 140,000 tested, 0.61% active. AID 799. viability increase, % at 10 µM. H69AR cells + doxorubicin, viability rescue, CellTiter-Glo;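 active = viability gain under doxorubicin at or above a set limit, the compound median plus 3 SD, cut at about 4.7% in these data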;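 also: MRP-1 overexpressing cells given doxorubicin 25 µM after compound pretreatment; 18-22 h compound pretreatment then 72 h with doxorubicin before readout; 0% = doxorubicin-only wells and 100% = vehicle-treated cells without doxorubicin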
bCat KO growth = beta-catenin-lacking colon tumor cell growth suppression; viability, % at 10 µM; HCT116 beta-catenin knockout viability, CellTiter-Glo, 60 h; active compounds read low; 140,000 tested, 1.5% active;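 active = viability at or under a set limit, the compound median less 4 SD, cut at about 6% in these data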;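 also: 0% = Hyamine 1622 control at 20 µM and 100% = untreated cell control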
Measles CPE = protection of cells from measles virus; AID 841; Measles virus-infected cells, CPE protection, absorbance; protection (pct of control), % at 4 µM; 140,000 tested, 1.5% active; in the data active = protection mostly above about 24%, no sharp cut-off; inactive = mostly below about 26%; also: some compounds called inactive have numbers as strong as hits
Starred values were filed as active, the others as inactive; nt = not tested or not shown.

SMILES	GALR2 antag	E-sel TNF inh	Yeast life ext	HCT116 PTEN-null	Phagocyt inh	NPY Y2 blocker	Yeast growth inh	MRP-1 activ	bCat KO growth	Measles CPE
O=C1CCc2cc(S(=O)(=O)N3CCC(C(=O)Nc4nccs4)CC3)ccc2N1	9	nt	-6	80	1	2	-3	-1.6	83	27
CCOC(=O)c1ccccc1NC(=O)Cc1ccccc1OC	2	15	nt	96	nt	6	-45	0.1	85	27
CC(C)/C=N/NC(=O)c1cc(Br)ccc1O	10	3	-3	89	-8	3	-27	-1.6	102	9
CCOc1ncccc1C(=O)OCC(=O)Nc1c(C)cc(C)cc1C	7	15	-25	93	0	0	-24	-3.0	100	7
COc1ccc(OCCn2c(C)c(/C=N/n3cnnc3)c3ccccc32)cc1	-6	14	-5	71	nt	-1	-25	-1.9	75	17
CC1CCCC(NC(=O)CN(C)S(=O)(=O)c2cccc3cccnc23)C1C (configuration not stated)	-8	nt	1	79	0	3	-63	-1.7	83	18
CC(C)OC(=O)CSc1nnc(Cc2ccccc2)n1C	1	25	-3	96	-1	2	-24	-1.2	102	8
COC(=O)c1c(NC(=O)C2COc3ccccc3O2)sc2c1CCN(C(C)=O)C2 (configuration not stated)	0	nt	2	71	-5	10	-20	-3.5	71	19
N=c1c2c3c(sc2ncn1CCN1CCOCC1)CCCCC3	0	-27	-2	98	-1	0	-17	-3.7	101	31
Nc1c(S(=O)(=O)c2cccs2)c2nc3ccccc3nc2n1CC1CCCO1 (configuration not stated)	-5	14	-15	80	1	2	-43	-3.5	91	5
COc1ccc2c(c1)C(=O)c1ccccc1CO2	-12	22	-7	100	nt	5	-8	-2.1	96	3
Cc1ccc(OCc2nnc(NC(=O)c3ccco3)s2)cc1	2	-5	-11	103	-1	7	-58	-0.8	97	8
CCOc1ccc(-c2nc(CSc3nnc(C)s3)cs2)cc1OC	-8	4	-15	95	nt	1	-40	-0.4	93	4
CCOc1cc(C(=O)N2CCN(c3ccccc3)CC2)cc(OCC)c1OCC	-1	8	-14	100	-1	4	-55	-1.4	90	6
CCOC(=O)c1cnn(-c2nc(OC)cc(OC)n2)c1C(F)(F)F	-7	nt	-6	98	-8	-1	-30	-0.2	92	12
Cc1nc(COC(=O)c2ccc(CO)cc2)cs1	-1	-4	-6	101	0	1	-22	-0.9	87	8
Cc1cc(C)cc(OCc2nnc(SCC(=O)c3ccccc3)o2)c1	-14	-4	-12	107	1	6	-58	-0.6	88	4
CCc1ccc(NC(=O)c2ccc(F)c(S(=O)(=O)N(CC)c3ccccc3)c2)cc1	16	nt	4	78	nt	-1	-9	0.7	79	nt
O=C(CSc1c[nH]c2ccccc12)NCC1CCCO1 (configuration not stated)	-5	1	-5	113	2	7	-1	-3.0	100	9
O=C(CN1CCN(c2ccccc2O)CC1)Nc1ccc2c(c1)CCC2	-19	nt	-5	89	-4	3	-28	0.9	81	1
COc1cc(/C=C2\SC(=Nc3ccccc3)N(CCc3c[nH]c4ccccc34)C2=O)ccc1OC(C)C(=O)O (configuration not stated)	-16	nt	0	82	-4	-1	-42	-2.3	87	9
O=C(O)/C=C\C(=O)Nc1ccccc1F	7	nt	-2	111	-12	0	-8	-0.5	97	18
COc1cccc2[nH]c3c(N4CCCC(C)C4)ncnc3c12 (configuration not stated)	6	nt	-11	67	-1	5	-83	-1.6	56	4
CCOc1ccc2c(c1)c1nnc(SCC(=O)N3CCC(C)CC3)nc1n2C	-12	8	-12	95	2	0	-12	-1.3	104	4
Cc1csc(SCCN2C(=O)c3ccccc3C2=O)n1	-6	-35	-7	102	-2	-2	-23	-1.5	93	7

Not a retest: an excerpt of the list.
SMILES	GALR2 antag	E-sel TNF inh	Yeast life ext	HCT116 PTEN-null	Phagocyt inh	NPY Y2 blocker	Yeast growth inh	MRP-1 activ	bCat KO growth	Measles CPE
Cc1nc(COC(=O)c2ccc(CO)cc2)cs1	-1	-4	-6	101	0	1	-22	-0.9	87	8
Cc1cc(C)cc(OCc2nnc(SCC(=O)c3ccccc3)o2)c1	-14	-4	-12	107	1	6	-58	-0.6	88	4
CCc1ccc(NC(=O)c2ccc(F)c(S(=O)(=O)N(CC)c3ccccc3)c2)cc1	16	nt	4	78	nt	-1	-9	0.7	79	nt
O=C(CSc1c[nH]c2ccccc12)NCC1CCCO1 (configuration not stated)	-5	1	-5	113	2	7	-1	-3.0	100	9
O=C(CN1CCN(c2ccccc2O)CC1)Nc1ccc2c(c1)CCC2	-19	nt	-5	89	-4	3	-28	0.9	81	1
COc1cc(/C=C2\SC(=Nc3ccccc3)N(CCc3c[nH]c4ccccc34)C2=O)ccc1OC(C)C(=O)O (configuration not stated)	-16	nt	0	82	-4	-1	-42	-2.3	87	9
O=C(O)/C=C\C(=O)Nc1ccccc1F	7	nt	-2	111	-12	0	-8	-0.5	97	18
COc1cccc2[nH]c3c(N4CCCC(C)C4)ncnc3c12 (configuration not stated)	6	nt	-11	67	-1	5	-83	-1.6	56	4
CCOc1ccc2c(c1)c1nnc(SCC(=O)N3CCC(C)CC3)nc1n2C	-12	8	-12	95	2	0	-12	-1.3	104	4
Cc1csc(SCCN2C(=O)c3ccccc3C2=O)n1	-6	-35	-7	102	-2	-2	-23	-1.5	93	7

Next section:
SMILES	GALR2 antag	E-sel TNF inh	Yeast life ext	HCT116 PTEN-null	Phagocyt inh	NPY Y2 blocker	Yeast growth inh	MRP-1 activ	bCat KO growth	Measles CPE
Cc1c2c(nc3nc4ccccc4n13)CCCC2=O	19	-49	-11	99	0	4	-6	0.0	100	3
Cn1c(=O)[nH]c(=O)c2c1nc(Br)n2CC(O)COc1ccccc1 (configuration not stated)	-5	-5	-5	107	1	1	-38	-0.5	99	5
CCS(=O)(=O)N1Cc2ccccc2CC1C(=O)N1CCN(c2ccccc2)CC1 (configuration not stated)	-19	-5	-20	90	nt	1	-5	-3.2	83	62*
COc1ccc(Br)cc1CNC(=O)CCCc1cn(C)c2ccccc12	-4	-11	7	80	nt	5	-28	0.2	94	14
O=C(NCc1ccco1)c1noc2c1CCCC2	3	nt	-6	23	-2	1	-6	-3.3	27	6
Cc1ccc(C(=O)Oc2ccc(-c3nccc(-c4ccccn4)n3)cc2)cc1	-10	nt	-10	102	1	-2	-7	-0.4	109	5
CC(=O)N1CCc2cc(S(=O)(=O)CCC(=O)NCc3cccs3)ccc21	3	5	-3	116	nt	0	-30	-0.1	91	4
COc1ccc(-c2nc(C#N)c(N3CCC(C(N)=O)CC3)o2)cc1OC	1	-7	-19	107	nt	0	-6	-1.8	105	34
COc1cc(C(=O)Oc2ccccc2)ccc1OCc1c(C)noc1C	3	19	-3	93	2	1	-62	-1.2	97	3
N[C@@H](Cc1ccc(O)c(I)c1)C(=O)O	4	nt	1	102	nt	0	-18	-0.8	87	14
Cc1ccccc1C(OCCN(C(C)C)C(C)C)c1ccccc1 (configuration not stated)	10	nt	6	73	-8	11	-23	-3.6	68	23
COc1ccc(S(=O)(=O)N2CCC(C(=O)Nc3cccc(C(C)=O)c3)CC2)cc1	20	-17	nt	96	nt	-1	-27	-3.4	82	5
Cc1cc(=O)oc2cc(OCC(=O)NCCCN3CCOCC3)ccc12	-9	-6	-9	100	2	0	-2	-0.2	100	1
CCS(=O)(=O)N1CCN(c2ccc([N+](=O)[O-])c(NCc3ccccc3)c2)CC1	-4	-35	-26	76	-6	1	-7	-1.8	84	24
Cc1cc2cc(CCNC(=O)c3cccc([N+](=O)[O-])c3)c(=O)[nH]c2cc1C	-2	nt	6	70	-6	1	-17	-2.5	77	25
O=S(=O)(NCc1ccco1)c1ccc(Cl)nc1	4	nt	0	90	-4	1	-15	-1.8	89	15
COCCn1c(N)c(C(=O)OCc2ccccc2)c2nc3ccccc3nc21	-10	-18	-29	77	0	7	-2	2.6	94	5
COc1ccc(NC(=O)CC(c2ccc(F)cc2)c2ccc(OC(C)C)cc2)cc1 (configuration not stated)	-3	nt	6	91	-1	10	-45	-1.3	79	3
CN(CC(=O)O/N=C(\N)c1cccc([N+](=O)[O-])c1)S(=O)(=O)c1ccccc1	-58	2	-6	87	-2	5	-24	-1.7	96	13
O=C(CN1C(=O)c2ccccc2S1(=O)=O)NCCSC1CCCCC1	-11	-14	-9	108	-1	2	-4	-1.2	103	4
CCCCOCP(=O)(CCCC)COCCCC	-9	-13	-12	82	10	3	-12	-1.8	89	18
CCc1cc(OCCCSc2nc(C)cc(=O)[nH]2)ccc1Cl	-1	5	-11	93	nt	5	-28	-0.4	83	13
N#C/C(=C/c1cccc(C(F)(F)F)c1)c1nc(CCN2C(=O)c3ccccc3C2=O)cs1	4	-3	-11	94	nt	2	-43	-3.5	108	7
N=C1C(c2ccccc2)=C(O)CN1c1ccc2c(c1)OCO2	6	nt	-5	91	-1	3	7	-1.8	75	15
O=C(OCc1nnc(-c2ccccc2)o1)c1cc(=O)c2ccccc2o1	-1	38	-5	94	-2	0	-8	-0.1	90	-1

(cont.)
SMILES	GALR2 antag	E-sel TNF inh	Yeast life ext	HCT116 PTEN-null	Phagocyt inh	NPY Y2 blocker	Yeast growth inh	MRP-1 activ	bCat KO growth	Measles CPE
Cc1csc(C(C#N)C(=O)c2cc3ccccc3o2)n1 (configuration not stated)	-3	-20	17	81	nt	-1	-16	6.1*	90	9
O=C(NCCCN1CCOCC1)c1ccccc1-c1ccccc1	-11	4	-14	114	-3	-1	0	-0.3	97	15
O=C(Nc1nnc(C2CC2)s1)c1cc(S(=O)(=O)N2CCN(c3ccccc3)CC2)ccc1Cl	-6	12	1	84	nt	2	-47	1.7	78	8
O=C(O)c1ccc(F)c(S(=O)(=O)Nc2ccccc2Cl)c1	-9	-16	-14	85	10	1	-13	-2.9	96	1
COc1ccc(C(=O)N(CC2CCCO2)C(C(=O)NC2CCCC2)c2ccc(Cl)cc2)cc1OC (configuration not stated)	-12	7	-14	94	0	6	-8	-1.1	84	21
CCCCCC(=O)Nc1ccc2ccccc2c1	10	nt	-7	95	-6	6	-13	-3.2	89	18
CCCCC(=O)Nc1ccc(C(=O)Nc2cc(C(F)(F)F)ccc2Cl)cc1	1	9	1	78	-3	-1	-51	-3.2	74	12
CCc1ccc(OCc2nnc(NC(=O)c3cccs3)s2)cc1	-6	-4	-4	93	-1	3	-47	-1.0	111	10
C/C(=N\NC(=O)Cc1cccc2ccccc12)c1ccncc1	18	16	0	87	-2	3	-13	-0.5	91	26
COc1ccc2sc(SCCCS(=O)(=O)O)[n+](CCCS(=O)(=O)[O-])c2c1	1	nt	-1	95	nt	2	-20	2.5	92	6

Just bCat KO growth, for some of the entries so far:
SMILES	bCat KO growth
CCc1ccc(OCc2nnc(NC(=O)c3cccs3)s2)cc1	111
CCCCC(=O)Nc1ccc(C(=O)Nc2cc(C(F)(F)F)ccc2Cl)cc1	74
